KKLEB cytotox: reduces viability of KKLEB cystic fibrosis airway cells. KKLEB CF airway cells viability, ATPlite luminescence, overnight; stronger effect = lower value; cells stimulated with P. aeruginosa culture filtrate. activity change (cytotoxicity), % at 5 µM. 360,000 tested, 0.36% active;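 active means corrected activity change at or below -50% at 5 µM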
NR2E3 ag-1: agonists of human NR2E3 nuclear receptor | Q9Y5X4 | CHO-S Gal4-NCOR/VP16-NR2E3 two-hybrid, luciferase | inhibition of corepressor binding, % at 3.98 µM | 360,000 tested, 0.35% active | AID 602229;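 active means inhibition above the mean of all tested compounds plus 3 SD, cut at about 70% in these data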;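 further: 0% = DMSO with NR2E3 transfected cells and 100% = cells lacking NR2E3 construct; higher means lower luciferase signal from less NR2E3 corepressor binding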
Target sequence (Q9Y5X4 whole entry, looked up, the tested form may be a part): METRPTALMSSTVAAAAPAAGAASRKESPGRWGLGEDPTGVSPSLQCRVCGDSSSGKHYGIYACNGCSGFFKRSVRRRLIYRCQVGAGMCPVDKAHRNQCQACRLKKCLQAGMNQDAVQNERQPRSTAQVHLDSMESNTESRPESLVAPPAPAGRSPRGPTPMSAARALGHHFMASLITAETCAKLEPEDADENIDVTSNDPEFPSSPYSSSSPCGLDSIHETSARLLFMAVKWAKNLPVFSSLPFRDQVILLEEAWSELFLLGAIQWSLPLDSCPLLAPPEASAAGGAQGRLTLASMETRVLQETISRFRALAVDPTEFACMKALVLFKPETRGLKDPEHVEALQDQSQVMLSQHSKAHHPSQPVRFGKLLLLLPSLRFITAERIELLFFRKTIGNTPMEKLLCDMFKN
CF NFkB block: blocks PAF-induced NF-kB reporter in cystic fibrosis cells. KKLEB NF-kB-GFP reporter, GFP fluorescence overnight. inhibition, % at 5 µM. 360,000 tested, 0.86% active;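 active means at least 50% inhibition at 5 µM, scaled per plate between neutral and stimulator controls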;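 further: PAF is a Pseudomonas aeruginosa culture filtrate used as stimulus; plate controls were PAF-stimulated DMSO wells for no effect and unstimulated DMSO wells for full effect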
TWEAK-Fn14 inh: TWEAK-Fn14 signaling inhibition; 360,000 tested, 2% active; inhibition, % at 10 µM; TWEAK-stimulated Fn14 reporter cells, luciferase luminescence, 8 h; AID 1159606; in the data active means inhibition above about 50%
TRPM1 prom inh: MITF TRPM1 promoter inhibition in SK-MEL-5 cells. SK-MEL-5 TRPM1 promoter luciferase, 24 h. inhibition, % at 12.5 µM. 330,000 tested, 0.83% active;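 active means mean inhibition across replicates of 60% or more, whatever share of single replicates reaches that level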; further: values of inactives mirror those of a sister screen read the other way
Peg3 promoter: reduces Peg3 promoter-driven luciferase expression in HeLa; HeLa PEG-Prom luciferase reporter, luminescence, overnight; inhibition, % at 20 µM; 360,000 tested, 1.7% active; AID 588405;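 active means inhibition of at least 50% at 20 µM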
C8 TRAIL sens: sensitizes caspase-8 expressing cells to TRAIL; 360,000 tested, 1% active; NB7+C8 cells + TRAIL, ATPlite viability luminescence; inhibition (viability loss, TRAIL sensitization), % at 10 µM; AID 624354;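 active means compounds causing at least 50% loss of cell viability in the single-dose screen, relative to plate controls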
HIF-2a block: HIF-2a inhibition | 786-0 RCC cells HIF-2a reporter, luciferase luminescence, overnight | inhibition, % at 18.8 µM | 360,000 tested, 0.72% active;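 active means inhibition of the luminescence signal of 40% or more relative to plate controls, in a single-dose primary screen at 18.75 µM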
Shn3 inh set2: Schnurri-3 reporter inhibition in Clone20 osteoblasts; inhibition, % at 12.5 µM; 360,000 tested, 0.52% active; Clone20 osteoblast Shn3 3'UTR firefly luciferase, 24 h; AID 588674;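 active means mean inhibition of at least 75% with every replicate also reaching 75%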;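 further: 0% = median of neutral control wells and 100% = pilot-screen positive control compound; some compounds past the cut are filed as inactive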
NR2E3 ag-2: agonists of human nuclear receptor NR2E3 | Q9Y5X4 | GST-NR2E3/biotin-RetCOR TR-FRET, 1536-well | inhibition of corepressor binding, % at 4.78 µM | 320,000 tested, 0.12% active | AID 2300;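 active means percent inhibition above the cutoff of mean plus 3 SD of all tested compounds, set per screening campaign, cut at about 20% in these data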;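 further: 0% = DMSO wells and 100% = biotin wells as full block of FRET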
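System: GST-tagged NR2E3 plus biotinylated RetCOR corepressor; Buffer or medium: pH 7.5 Tris-based buffer; Probe or stimulus: RetCOR corepressor, biotinylated, 7 nM; Doses: compound at 4.8 µM, single dose; Schedule: 5 h incubation at 4 °C; Technique: time-resolved FRET; Evaluation: percent inhibition of TR-FRET ratio; Replication: one well per compound, singlicate testing.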
TROY signal inh: blocks TROY-dependent signaling in reporter cells. Q293 LMP1-TROYcd NF-kB luciferase reporter, 4 h. inhibition, % at 10 µM. 360,000 tested, 0.98% active;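 active means compounds whose plate-normalised and pattern-corrected inhibition of the luciferase reporter signal at the single screening dose is 50% or more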
* hit, by the source's call; x = not tested or not shown.

nr	SMILES	KKLEB cytotox	NR2E3 ag-1	CF NFkB block	TWEAK-Fn14 inh	TRPM1 prom inh	Peg3 promoter	C8 TRAIL sens	HIF-2a block	Shn3 inh set2	NR2E3 ag-2	TROY signal inh
1	COc1cccc(CN2CC(C(=O)NCCCCc3ccccn3)CCC2=O)c1 (stereo not given)	1	-2	0	-1	8	0	1	1	8	x	-23
2	CCOc1ccc(C2/C(=C(\O)c3cccc(OC)c3)C(=O)C(=O)N2c2cc(C)on2)cc1OC (stereo not given)	-2	-10	-8	-5	6	-1	6	2	-16	3	-4
3	COC(=O)c1[nH]c2ccc(C)cc2c1NC(=O)CN1CCCC(C)(C)C1	-4	-4	12	-23	5	0	19	10	21	0	5
4	CN(C/C=C/C#CC(C)(C)C)Cc1cccc2ccccc12	24	1	25	2	-4	-2	10	-10	10	0	-4
5	O=P(O)(CCCP(=O)(O)CCc1ccccc1)CCc1ccccc1	0	-13	-6	12	-9	-78	5	-38	-5	-4	33
6	Cc1c(Br)c([N+](=O)[O-])nn1CC(=O)N1CCCc2ccccc21	2	-31	-3	10	-1	-5	-16	-14	11	3	8
7	Cc1ccc(/C=C/C(=O)N2CCN(S(=O)(=O)c3c(C)c(C)cc(C)c3C)CC2)o1	6	8	21	17	12	17	4	7	4	1	11
8	Cc1cc2oc(=O)cc(CN3CCN(C/C=C/c4ccccc4)CC3)c2cc1O	-5	-10	-2	6	6	16	5	-5	13	2	21
9	COc1ccc(Cn2c(-c3ccc(C)cc3)c[n+]3ccccc23)cc1	-8	-23	22	33	78*	3	33	-6	76	3	18
10	CC1CCc2c(sc(NC(=O)COC(=O)C3CCCO3)c2C#N)C1 (stereo not given)	2	4	1	5	-18	-63	2	-92	7	-1	-27
11	O=C(OCC#CCSc1nnc(-c2ccc(Br)cc2)o1)c1cccs1	-7	-14	18	-5	-16	-79	8	-92	-28	-1	-56
12	CC(=O)Nc1ccc(S(=O)(=O)N2C(C)CCCC2C)cc1 (stereo not given)	-6	12	-4	3	-6	12	6	8	5	3	-9
13	CC(C)(C)NC(=O)CN(Cc1ccco1)C(=O)CCC(=O)Nc1nccs1	4	-13	13	22	8	-6	-3	5	11	-68	-2
14	CCCCN(CC)Cc1c(C)[nH]c2c(ccc3ccccc32)c1=O	4	-48	1	8	8	-6	-2	3	17	-1	-8
15	O=C(O)c1ccc(/C=N/NC(=S)NCc2ccccc2)cc1	11	-9	1	19	5	0	0	9	-2	0	10
16	O=C(COc1ccc(F)cc1)N(Cc1cccs1)C1CCS(=O)(=O)C1 (stereo not given)	27	-47	-4	18	-3	10	-1	4	1	3	5
17	CCC(NC(=O)c1ccccc1NC(=O)c1ccco1)C(=O)NNC(=O)c1ccc(OC)cc1 (stereo not given)	9	1	2	-21	1	8	2	13	-3	2	5
18	CSc1cccc(NC(=O)c2cnn3ccccc23)c1	1	-112	-28	2	-97	-255	4	-308	-68	-2	-59
19	Cc1c(CCOC(=O)c2ccc(N3CCOCC3)c([N+](=O)[O-])c2)sc[n+]1CC#N	-26	13	48	1	-3	44	9	11	-2	-1	-19
20	CCCCn1c(N)c(Br)c(=O)[nH]c1=O	-13	-3	3	13	-9	-1	9	15	6	4	-3

Remaining list, next part.
nr	SMILES	KKLEB cytotox	NR2E3 ag-1	CF NFkB block	TWEAK-Fn14 inh	TRPM1 prom inh	Peg3 promoter	C8 TRAIL sens	HIF-2a block	Shn3 inh set2	NR2E3 ag-2	TROY signal inh
21	Cc1ccc(OCCSc2nc3ncnc(N)c3[nH]2)cc1	-12	-21	23	-9	2	15	0	10	9	-1	9
22	COc1ccc(S(=O)(=O)Nc2ccc3c(c2)C(=O)N([C@H](C)CO)C[C@H](C)[C@@H](CN(C)S(=O)(=O)c2cccs2)O3)cc1	0	32	-24	-33	-12	-14	10	-17	-7	x	-7
23	COc1ccc(Sc2nnc(-c3ccccc3)cc2C#N)cc1	1	23	2	-8	-19	13	-10	1	0	1	27
24	Cc1ccccc1N1CCN(CC(=O)Nc2nccs2)CC1	2	-7	-2	18	5	9	3	10	9	3	12
25	O=C(NCC1CCCO1)c1cccc(-n2cnnn2)c1 (stereo not given)	3	-11	-4	-13	4	12	-5	9	12	1	6
26	C/C(=N\NC(=O)COc1ccc([N+](=O)[O-])cc1)C(C)(C)C	0	-1	-1	-12	7	16	1	6	7	6	-5
27	COc1cc2c(cc1OC)CN(C(=O)c1ccc(Br)o1)CC2	6	-2	1	1	-21	5	-2	10	11	5	17
28	COc1ccccc1CNc1n[nH]c(NCc2ccccc2OC)n1	1	-17	-3	3	1	22	3	12	-8	0	-1
29	COC(=O)c1sccc1NC(=O)/C=C\c1ccc(Cl)cc1Cl	-32	-50	41	-33	-51	-223	0	-121	-93	x	15
30	CCOC(=O)C1CCCN(C(=O)C2CCCN(S(C)(=O)=O)C2)C1 (stereo not given)	-6	-6	13	6	1	7	-15	3	-8	1	6
31	OCC1CCCC(n2cnc3c(=S)nc[nH]c32)O1 (stereo not given)	7	2	-7	-12	60	21	17	23	-16	-1	3
32	O=C(CNc1ccccc1)c1ccc([N+](=O)[O-])cc1	14	-17	-12	-6	-3	-8	-12	-27	-5	0	-30
33	O=C(c1ccco1)N1CCN(C(=O)c2cnn3c(C(F)(F)F)cc(-c4cccs4)nc23)CC1	-2	19	-8	-11	4	34	0	15	-2	2	10
34	O=C(CCN1C(=O)c2ccccc2C1=O)NC1=NCCS1	-2	-33	-14	4	-2	-4	4	5	2	2	-3
35	O=C(CCNS(=O)(=O)c1cccc2nonc12)N1CCN(c2cccc(Cl)c2)CC1	-15	-10	21	24	7	25	7	16	8	1	14
36	CCOC(=O)C1=C(C)N(c2ccccc2)C(=O)NC1c1cccc([N+](=O)[O-])c1 (stereo not given)	-3	8	16	1	-2	6	0	18	-4	-1	-17
37	Cc1ccccc1NS(=O)(=O)c1ccc(OCC(=O)NCc2cccnc2)cc1	10	0	7	3	7	11	-18	15	-7	-4	9
38	OC(c1ccc2ccccc2c1)c1ncc(-c2ccc(C(F)(F)F)cc2)[nH]1 (stereo not given)	7	1	2	-36	x	42	9	26	7	x	27
39	COC(=O)c1ccccc1NC(=O)c1nc2nc(C)cc(C(F)F)n2n1	-19	-4	-1	-3	-2	12	1	4	11	-2	13
40	Cc1cc(C)n(C(=O)c2ccc([N+](=O)[O-])cc2[N+](=O)[O-])n1	10	12	0	4	4	13	3	1	-11	8	10

An excerpt from above, reduced to NR2E3 ag-1 and TROY signal inh.
entry	structure	NR2E3 ag-1	TROY signal inh
27	COc1cc2c(cc1OC)CN(C(=O)c1ccc(Br)o1)CC2	-2	17
32	O=C(CNc1ccccc1)c1ccc([N+](=O)[O-])cc1	-17	-30

Further records:
nr	SMILES	KKLEB cytotox	NR2E3 ag-1	CF NFkB block	TWEAK-Fn14 inh	TRPM1 prom inh	Peg3 promoter	C8 TRAIL sens	HIF-2a block	Shn3 inh set2	NR2E3 ag-2	TROY signal inh
41	Cc1ccc(NC(=O)COC(=O)CN2CCCCCC2=O)cc1C	-1	-19	0	9	0	-1	7	3	-14	0	-10
42	O=C(COC(=O)C1(c2ccccc2F)CCCC1)N1CCN(C(=O)c2ccco2)CC1	-4	15	15	-1	-6	18	10	6	-4	-1	9
43	CCOC(=O)N1CCC(N2C(=O)c3ccccc3C2Nc2ccc(Cl)cn2)CC1 (stereo not given)	0	-25	-2	13	x	-2	3	20	18	3	0
44	COc1ccc2c(c1)CCCC21SC(NC(C)=O)=NN1C(C)=O (stereo not given)	-6	19	22	0	0	15	0	19	-11	-2	10
45	CCCOC(=O)CCc1n[nH]c(=O)[nH]c1=O	2	-4	4	-13	1	11	-3	14	5	4	9
46	Cc1noc(C)c1COC(=O)COc1ccc2c(C)cc(=O)oc2c1	-6	-7	10	-6	8	7	4	6	-5	5	9
47	Cn1cc(C(=O)C(=O)N2CCCCC2)c2ccccc21	3	1	4	-6	4	5	7	8	-23	x	-8
48	Cc1ccc(N(C(C)C(=O)N2CCOCC2)S(C)(=O)=O)cc1C (stereo not given)	5	31	-8	19	2	-6	1	1	7	2	20
49	Cc1ccc(C(=O)NCC(=O)OCC(=O)c2cc(C)n(Cc3ccco3)c2C)cc1	-2	-9	-1	-27	-6	-11	1	-3	-6	1	-20
50	COc1ccc(NC(=O)C2CCCN2S(=O)(=O)c2ccc(C)cc2)cc1 (stereo not given)	15	3	-20	21	4	9	-7	23	10	0	12
51	CC(C)(CN1CCCC1)NC(=O)C1CCC(=O)N(CCCN2CCOCC2)C1 (stereo not given)	3	-8	11	-5	-7	3	-24	6	-7	-1	3
52	O=C(NCC(c1cccs1)N1CCOCC1)C1CCN(S(=O)(=O)c2c(Cl)cccc2Cl)CC1 (stereo not given)	14	-14	-10	-12	0	15	0	-1	20	-5	-5
53	CCOC(=O)C(C)n1cnc2c(oc3ccccc32)c1=O (stereo not given)	-1	-4	-3	-5	-1	-26	-8	-46	-40	1	-16
54	CCC(C(=O)Nc1cc(Cl)c(OC)cc1OC)c1ccccc1 (stereo not given)	-3	-5	2	7	-1	10	-7	4	-6	5	1

Records listed above marked active in TRPM1 prom inh:
#	molecule	NR2E3 ag-1	CF NFkB block	TWEAK-Fn14 inh	TRPM1 prom inh	Peg3 promoter	HIF-2a block	Shn3 inh set2	NR2E3 ag-2
9	COc1ccc(Cn2c(-c3ccc(C)cc3)c[n+]3ccccc23)cc1	-23	22	33	78*	3	-6	76	3

The list is partial; count on the stated rates, not on these rows.
